Assay outcomes (PubChem BioAssay)
GLP1R inv ag = inverse agonists of human GLP-1 receptor; P43220; 1.6% of 410,000 active; HEK293 GLP-1R CRE-luciferase, luminescence, 24 h; GLP-1R form is constitutively active; Potency, µM (titrated, usually from 38.3 µM), for inactives: top-dose activity change, negative = inhibition, most hits filed as inhibitors; further: potency means the concentration at half of the fitted maximal effect; on the % scale 0 is the no-effect control and ±100 the full control effect; nearly all actives have a fitted effect of over 55% in size
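HEK293 cells stably co-expressing a cAMP-responsive luciferase reporter and constitutively active GLP-1R were seeded, incubated 12 h, then exposed to compounds for 24 h at 37 C. Luminescence was read 12 min after detection reagent; inverse agonists lower signal.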
PLK1 PBD block = PLK1 (human) polo-box domain binding inhibition; P53350; Plk1 PBD binding of FITC phosphopeptide, fluorescence polarization; Potency, µM, for inactives: max response, negative = inhibition, usual class: inhibitors; 2.8% of 360,000 active; further: potency means the concentration at half of the fitted maximal effect; series mostly up to about 57 µM; on the % scale 0 is the no-effect control and ±100 the full control effect; nearly all actives have a fitted effect of over 65% in size
PI5P4K alpha inh = PI5P4K alpha (human) kinase inhibition; AID 652105; P48426; PI5P4Kalpha enzyme, ADP-Glo luminescence, 60 min; stronger effect = lower value; max response, %; 1.2% of 330,000 active; active means max response of -50% or lower; inconclusive means between -30% and -50%; inactive means -30% or higher; further: value at the top dose of about 77 µM; on the % scale 0 is the no-effect control and ±100 the full control effect
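Enzyme plus substrate dispensed, test compounds pinned in, then ATP (5 microM final) added. After 60 min at RT, ADP-Glo reagent 1 for 45 min and reagent 2 for 30 min preceded luminescence imaging.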
EPAC1 ag = activates human EPAC1 exchange factor. O95398. EPAC1 agonist qHTS, biochemical assay; response scale: 100% = response to 6.5 mM cAMP. Potency, µM (series often up to 154 µM), for inactives: at the top dose activation, hits mostly activators. 0.073% of 360,000 active; further: potency means the concentration at half of the fitted maximal effect; nearly all actives have a fitted effect of over 60% in size
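Read-out is the fluorescence drop as BODIPY-GDP leaves Rap1B (480 nm excitation, 540 nm emission), recorded every 5 minutes over 30 minutes. Reactions held 100 nM EPAC1, 250 nM Rap1B–BODIPY-GDP and 50 uM GDP, with 6.5 mM cAMP setting full activation.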
GLP1R ag = GLP-1 receptor (human) agonism; AID 624172; HEK293 GLP-1R CRE-luciferase, luminescence, 4-6 h; cells express a hypersensitive GLP-1R form; Potency, µM (series often up to 45.6 µM), for inactives: at the highest dose activation, most hits filed as activators; 0.007% of 380,000 active; P43220; further: potency means the concentration at half of the fitted maximal effect; % of control where 0% means no effect
EPAC1 antag = blocks human EPAC1 exchange factor; O95398; EPAC1 GEF assay, Rap1b-BODIPY-GDP exchange fluorescence; Potency, µM (series often up to 115 µM), inactives show top-dose activity change, negative = inhibition, usual class: inhibitors; 0.14% of 360,000 active;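 further: potency means the concentration at half of the fitted maximal effect; plate controls were vehicle for no effect and positive control for full effect; nearly all actives have a fitted effect of over 50% in size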
PTHR1 agonist = activates the human parathyroid hormone receptor PTHR1; HEK293 GP2 PTHR1 cells, GloSensor cAMP luminescence, 1 h; 0.075% of 410,000 active; AID 743266; Potency, µM (top dose mostly 115 µM), inactives show top-dose activation, usual class: activators; Q03431; further: potency means the concentration at half of the fitted maximal effect; nearly all actives have a fitted effect of over 55% in size; some results filed as inactive show a strong effect at the top dose; inactives centre near -15; many of its hits are not listed in these tables
Target sequence (Q03431 whole entry, looked up): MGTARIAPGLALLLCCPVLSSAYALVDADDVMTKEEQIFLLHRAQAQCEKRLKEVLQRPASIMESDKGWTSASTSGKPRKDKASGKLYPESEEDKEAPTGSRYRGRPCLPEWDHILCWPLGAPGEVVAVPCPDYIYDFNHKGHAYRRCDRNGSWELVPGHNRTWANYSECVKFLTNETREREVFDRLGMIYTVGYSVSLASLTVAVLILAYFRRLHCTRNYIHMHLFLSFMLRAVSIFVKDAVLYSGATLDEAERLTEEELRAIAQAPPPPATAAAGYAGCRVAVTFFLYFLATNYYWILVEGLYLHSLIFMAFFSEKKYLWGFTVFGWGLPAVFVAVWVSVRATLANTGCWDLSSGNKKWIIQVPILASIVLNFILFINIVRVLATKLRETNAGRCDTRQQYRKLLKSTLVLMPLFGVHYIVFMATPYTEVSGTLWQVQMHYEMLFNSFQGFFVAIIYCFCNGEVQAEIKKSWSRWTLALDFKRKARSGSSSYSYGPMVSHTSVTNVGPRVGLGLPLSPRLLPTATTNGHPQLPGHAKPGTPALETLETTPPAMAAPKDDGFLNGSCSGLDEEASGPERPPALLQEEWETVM
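HEK-293-derived GP2 cells expressing PTHR1 and a GloSensor cAMP reporter, 3,000/well, plated overnight, given luciferin plus IBMX (each 0.5 mM as added) for 1 h at 37 °C, then compound for 1 h at 37 °C. Luminescence was read after 15 min at room temperature.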
IL-2 act = activators of IL-2; 0.065% of 360,000 active; IL-2 activation reporter assay, cell-based qHTS; stimulated with anti-CD3/CD4/CD28 beads; in transgenic mouse T cells; AID 652025; activation, % (series mostly up to about 46 µM); in the data active means activation above about 50%; inconclusive means mostly about 30% to 49%; further: 0% is about no effect
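Readout is EGFP and DsRed signal by fluorescent plate cytometry after 18 h at 37 degrees C. Transgenic mouse T cells (750/well) received compound for 60 min before bead stimulation (anti-CD3, anti-CD4, anti-CD28); memory T cells served as non-tolerant control.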
GLP1R cytotox = cytotoxicity counter-screen for GLP-1 receptor inverse agonists. AID 624418. Potency, µM (highest dose often 38.3 µM), without a hit: at the top dose activity change, negative = inhibition, usual class: inhibitors. HEK293 cAMP-luciferase reporter cells, luminescence, 24 h. 0.13% of 410,000 active;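 further: loss of luciferase light is scored as toxicity; potency means the concentration at half of the fitted maximal effect; on the % scale 0 is the no-effect control and ±100 the full control effect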
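Step one: seed cells (200 cells/uL, DMEM with 10% Nu serum, 1% pen-strep). Step two: 12-hour incubation at 37 deg C. Step three: pin 23 nL compound, incubate 24 hr. Step four: add luciferase reagent, read luminescence 12 min later.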
An asterisk follows results filed as active; i = inactive; ? = inconclusive; / = not tested or not shown; & = joins results of further samples; [ ] = another dose, or the depositor's remark. Unless noted, the call rests on the fitted dose curve; in most records, active means well fitted curve in the direction sought with a large enough effect; inconclusive means small, poorly fitted or top-dose-only effect, or another doubt; inactive means no such curve, though single readings can be large; an effect the other way counts as inactive or inconclusive. A portion of the library; count on the stated rates, not on these rows.

nr	SMILES	GLP1R ag	PI5P4K alpha inh	EPAC1 ag	GLP1R cytotox	PLK1 PBD block
1	Clc1ccccc1CSc1nnc(-c2ccccn2)n1Cc1ccco1	5%	0	22%	-26%	-14%
2	NC(=O)CSc1n[nH]c(=O)n1CCc1ccccc1	19%	-10	7%	-1%	-19%
3	CN(C)S(=O)(=O)c1cccc(C(=O)Nc2cc(Cl)cc(Cl)c2)c1	1%	22	15%	20%	-8%
4	COc1ccc(-c2nc(N)nc(C)c2Oc2ccccc2Br)c(O)c1	-1%	-10	18%	?	-5%
5	CC(C)Cn1c(C(C)NC(=O)Cc2ccccc2)nc2ccccc21 (stereo not drawn)	3%	4	-15%	-21%	6%
6	CCc1nc2ccc(C(=O)NCCCN3CCCC3=O)cn2c1N(CC)C(=O)NCCc1ccccc1	9%	-2	-3%	2%	-11%
7	CC#CCN1c2ccccc2[C@]23C[C@@H](C(=O)OC)N(C(=O)C4CCC4)C2=NC(C(=O)OC)=C(C(=O)OC)[C@H]13	4%	-3	-9%	1%	-2%
8	COc1cccc(CCC(=O)Nc2cccc(S(=O)(=O)N3CCCC3)c2)c1OC	-1%	2	5%	7%	-15%
9	COc1ccccc1N1CCN(C(=O)c2cc3c(=O)oc4ccc(C)cc4c3s2)CC1	1%	/	/	16%	/
10	CCc1nonc1NC(=O)c1oc2ccc(F)cc2c1C	7%	-8	-5%	-9%&0%	-1%

nr	GLP1R inv ag	IL-2 act	PTHR1 agonist	EPAC1 antag
1	?	-3.2	-19%[57.5 µM]	-1%
2	0%	0.3	-13%	0%
3	?	-2.6	-23%[57.5 µM]	-13%
4	?	0.7	-7%	1%
5	-3%	-0.1	-12%	-23%
6	2%	-0.6	i	-9%
7	1%	-0.5	-3%	-25%
8	-26%	1.6	-20%	-29%
9	8%	/	-21%	/
10	1%&22%	1.2	i	-13%

Compound profiles, as listed above.
Results for `CN(C)S(=O)(=O)c1cccc(C(=O)Nc2cc(Cl)cc(Cl)c2)c1` : GLP1R ag: 1%; PI5P4K alpha inh: 22; EPAC1 ag: 15%; GLP1R cytotox: 20%; PLK1 PBD block: -8%; GLP1R inv ag: ?; IL-2 act: -2.6; PTHR1 agonist: -23%[57.5 µM]; EPAC1 antag: -13%
Results for `COc1ccc(-c2nc(N)nc(C)c2Oc2ccccc2Br)c(O)c1` : GLP1R ag: -1%; PI5P4K alpha inh: -10; EPAC1 ag: 18%; GLP1R cytotox: ?; PLK1 PBD block: -5%; GLP1R inv ag: ?; IL-2 act: 0.7; PTHR1 agonist: -7%; EPAC1 antag: 1%
Results for `COc1ccccc1N1CCN(C(=O)c2cc3c(=O)oc4ccc(C)cc4c3s2)CC1` : GLP1R ag: 1%; PI5P4K alpha inh: /; EPAC1 ag: /; GLP1R cytotox: 16%; PLK1 PBD block: /; GLP1R inv ag: 8%; IL-2 act: /; PTHR1 agonist: -21%; EPAC1 antag: /

Remaining list, next part
nr	SMILES	GLP1R ag	PI5P4K alpha inh	EPAC1 ag	GLP1R cytotox	PLK1 PBD block
11	COc1ccc(C)cc1NC(=O)Nn1cnnc1	15%	10	15%	14%	-2%
12	CCOC(=O)[C@H]1[C@H]2COc3ccccc3[C@@H]2N2C(=O)c3cc(OC)c(OC)cc3NC(=O)[C@@]12C	4%	6	-18%	4%	3%
13	O=C(O)C=Cc1c[nH]c2nccnc12	-4%	?	-5%	5%	9%
14	O=C(O)c1ccnc(C(=O)O)c1	-7%	/	0%	-4%	-5%
15	Cc1csc(NC(=O)Nc2ccccc2[N+](=O)[O-])n1	6%	4	3%	-15%	3%
16	O=C(CN1C(=O)CCSc2ccccc21)Nc1ccccc1	4%	/	-4%	-9%	-5%
17	O=C1OCC/C1=C1/NCCNC1=O	-5%	-2	-11%	3%	4%
18	O=C(Cn1nc(-c2ccccc2F)ccc1=O)Nc1ccc(S(=O)(=O)N2CCCCCC2)cc1	-3%	1	20%	-19%	-8%
19	CCN(c1ccccc1)S(=O)(=O)c1ccc(OC)c(OC)c1	6%	/	0%	7%	-3%
20	COc1ccccc1CN(Cc1nc2ccccc2c(=O)[nH]1)C(=O)Nc1ccccc1	3%	0	9%	?	4%

nr	GLP1R inv ag	IL-2 act	PTHR1 agonist	EPAC1 antag
11	-7%	8.1	?	-1%
12	29%	-0.1	-15%	-2%
13	13%	-1.7	-14%	19%
14	1%	-3.1	i	1%
15	4%	-0.4	-85%[inhibitor]	6%
16	-1%	-2.7	-9%[57.5 µM]	-1%
17	16%	-1.1	-24%	16%
18	?	1.1	-10%	3%
19	46%[activator]	1.4	i	-11%
20	-41%	-3.5	-13%	-7%

In the list so far, two contain a COOH group.
nr	SMILES	GLP1R ag	PI5P4K alpha inh	EPAC1 ag	GLP1R cytotox	PLK1 PBD block
13	O=C(O)C=Cc1c[nH]c2nccnc12	-4%	?	-5%	5%	9%
14	O=C(O)c1ccnc(C(=O)O)c1	-7%	/	0%	-4%	-5%

nr	GLP1R inv ag	IL-2 act	PTHR1 agonist	EPAC1 antag
13	13%	-1.7	-14%	19%
14	1%	-3.1	i	1%

Entries by screen from above:
Entries 14–19 in GLP1R cytotox, in turn: -4%, -15%, -9%, 3%, -19%, 7%
Entries 14–19 in EPAC1 antag, in turn: 1%, 6%, -1%, 16%, 3%, -11%
Entries 14–19 in IL-2 act, in turn: -3.1, -0.4, -2.7, -1.1, 1.1, 1.4

Carrying on.
nr	SMILES	GLP1R ag	PI5P4K alpha inh	EPAC1 ag	GLP1R cytotox	PLK1 PBD block
21	CC(=O)NNC(=O)c1nc(-c2ccccc2)c(C)o1	-7%	-5	-4%	3%	-2%
22	CN(C(=O)COC(=O)c1n[nH]c2ccccc12)c1ccccc1	8%	7	2%	-1%	-4%
23	CCOc1ccc2nc(N3C(=O)/C(=C/c4ccccc4)NC3=S)sc2c1	1%	-54*	1%	?	?
24	CCOC(=O)COc1ccc(S(=O)(=O)Nc2ccc3c(c2)OCCO3)cc1	0%	/	1%	2%	-7%

nr	GLP1R inv ag	IL-2 act	PTHR1 agonist	EPAC1 antag
21	13%	0.3	i	5%
22	1%	0.2	i	-14%
23	-17%	-0.1	-59%	3%
24	2%	-0.8	-4%[57.5 µM]	8%
